Polio RdRp inh – inhibitors of poliovirus RNA polymerase binding and polymerization | P03300 | poliovirus polymerase elongation, fluorescence polarization; hits give low values | % elongation, % (compound at 16.7 µg/mL) | 0.66% of 150,000 active | AID 588519; in the data active means % elongation below about 90%; further: some results filed as inactive read as strong as hits
Target sequence (P03300 1749-2209 limits assumed): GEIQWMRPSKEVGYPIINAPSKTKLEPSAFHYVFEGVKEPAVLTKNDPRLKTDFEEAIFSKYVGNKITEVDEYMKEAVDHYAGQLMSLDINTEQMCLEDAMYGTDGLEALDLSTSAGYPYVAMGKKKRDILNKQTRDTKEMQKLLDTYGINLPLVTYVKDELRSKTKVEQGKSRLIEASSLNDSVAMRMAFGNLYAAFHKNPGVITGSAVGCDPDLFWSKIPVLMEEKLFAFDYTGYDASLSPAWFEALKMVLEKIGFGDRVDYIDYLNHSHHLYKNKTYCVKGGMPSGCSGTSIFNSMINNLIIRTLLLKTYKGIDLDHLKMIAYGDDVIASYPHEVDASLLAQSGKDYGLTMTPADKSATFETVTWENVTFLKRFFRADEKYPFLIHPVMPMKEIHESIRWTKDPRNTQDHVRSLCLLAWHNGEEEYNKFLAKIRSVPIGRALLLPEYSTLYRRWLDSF
Polio RdRp inh FP z-score – recorded beside Polio RdRp inh, whose call it bears; z-score; measured here: FP z-score; hits read low
Numbers without * were called inactive. Only part of the results is shown, so the mix of outcomes need not match the whole.

SMILES	Polio RdRp inh	Polio RdRp inh FP z-score
CCc1ccc(NC(=O)N(Cc2ccco2)C(C)c2cccs2)cc1 (configuration not stated)	98	-2.3
COc1ccc(CNc2nc(-c3ccc(OC)cc3)cc(C(F)(F)F)n2)cc1	102	-0.8
O=C1NCC2=C1C(c1ccccc1O)Nc1ccccc1N2 (configuration not stated)	101	0.2
O=C(CCSc1ccc2ccccc2n1)NCCc1ccccc1	103	0.4
Cn1nc(C(=O)N2CCN(c3ccc(Cl)cc3)CC2)c2c1-c1ccccc1SC2	110	0.1
O=C(NCc1cccnc1)c1cc2ccccc2oc1=O	98	-0.2
O=C(CN1CCCc2ccccc21)NCCc1ccc(F)cc1	108	0.7
COc1ccccc1C(=O)N(CC(=O)Nc1ccccc1C(F)(F)F)Cc1ccco1	102	0
CCCC(=O)O[C@]1(C(=O)CO)CCC2[C@@H]3CCC4=CC(=O)CC[C@]4(C)C3[C@@H](O)C[C@@]21C (some centres not stated)	101	0.2
COc1ccc(-c2noc(CSc3nnc(CCc4ccccc4)n3C)n2)cc1OC	103	0.2
Cc1ccc(CNC(=O)CN2NS(=O)(=O)c3ccccc3C2=O)cc1	100	-0.2
CN(C)N=Nc1ccc(-c2cn(Cc3ccccc3)cn2)cc1	100	-0.5
COc1ccc(N2CCN(C(=O)c3cccc4ccccc34)CC2)cc1	106	0.8
CSCCC(=O)Nc1ccc(-c2ccccc2)cc1	100	-0.1
CCOC(=O)c1cccc(NC(=O)CCc2nc3cccnc3n2-c2ccccc2)c1	106	0.2
CC(C)Cn1c(-c2ccc(F)cc2)n[nH]c1=S	102	0.1
CCCn1nc(NC(=O)c2cccc(Cl)c2)c2cc3cccc(C)c3nc21	122	0.5
O=C1N=c2ccccc2=C1c1c(O)n(-c2cccc(Br)c2)[nH]c1=O	97	-0.4
O=C(Nc1cccc(C(F)(F)F)c1)c1cc(-c2ccc(Cl)s2)nc2ccccc12	105	-0.1
CCOC(=O)c1c(C#N)c(SC)nc2c1CCCC2	100	-1.1
Cc1ccc(CNC(=O)CCC(=O)O)cc1	103	0.3
Cc1ccc(CN2C(=O)c3ccccc3Sc3ccc(C(=O)NC4CCCC4)cc32)cc1	113	0.7
CC1Cc2ccccc2N1C(=O)NC1CC(=O)N(c2ccccc2)C1 (configuration not stated)	101	-0.1
Cc1ccccc1C(=O)Nc1ccc(OCc2cc(=O)n3ccccc3n2)cc1	108	0.4
Cc1occc1C(=O)C(C#N)=C1SCCCS1	102	0

Remaining list, next part.
SMILES	Polio RdRp inh	Polio RdRp inh FP z-score
CCOc1cccc(-c2nc3ccccc3c(=O)o2)c1	102	-0.4
Cc1ccc(N2C(=O)C(C)N=C2N(C)C2CCCCC2)cc1 (configuration not stated)	101	0.1
CC1CCCCN1CCCNC(=O)Cc1ccc(NC2=NC3CS(=O)(=O)CC3S2)cc1 (configuration not stated)	100	-0.1
COc1ccc(CNc2nc(-c3ccco3)nn2C(=O)CC(C)C)cc1	107	0.1
O=C(OCC1CC(c2ccccn2)=NO1)c1ccc(Br)cc1 (configuration not stated)	105	0.4
N#Cc1ccc(S(=O)(=O)Nc2ccccc2Sc2nc3ccc(Cl)cc3s2)cc1	99	-0.8
O=C(CCC1N=C2c3ccccc3N=C(SCC(=O)Nc3ccccc3F)N2C1=O)NCc1cccs1 (configuration not stated)	116	1.1
CC1(C)CC(NC(=S)NC(=O)c2ccco2)CC(C)(C)N1	99	-0.2
CNc1c(=O)[nH]c(O)c2ccccc12	101	-0.4
CCc1nnsc1C(=O)Nc1ccc(S(N)(=O)=O)cc1	103	0.1
CCOC(=O)N1CCc2c(sc3c2c(=O)n(Cc2ccccc2)c(=O)n3Cc2cccc(Cl)c2)C1	107	0.8
CCOC(=O)c1sc(N)c(C#N)c1CSc1nnc(C2CC2)n1N	126	3.2
O=C(Nc1ccccc1)NC1(C(=O)N2CCN(C(=O)c3ccco3)CC2)CCCCC1	102	0.2
CCOC(=O)Cn1c(-c2ccccn2)nc2ccccc21	100	-0.5
CCOC(=O)C1CCCN(S(=O)(=O)c2cc(Br)cc3c2N(C(C)=O)CC3)C1 (configuration not stated)	107	0.4
COc1cccc(Nc2nc(-c3ccccc3)c3cc(C)ccc3n2)c1	106	0.5
COCC(=O)Nc1c(C(=O)Nc2ccc(C)cc2)oc2ccccc12	104	0
O=C(Nc1c[nH]c(=O)[nH]c1=O)c1ccco1	101	0
COc1ccc(C2=NC3(CCCCCC3)N(CC(=O)Nc3cccc(Cl)c3)C2=O)cc1	106	-0.1
COC(=O)C1=CN(c2cc(C)cc(C)c2)C=C(C(=O)OC)C1c1ccc(OC)c(O)c1	101	0
CCCCNC(=S)Nc1ccc(C)cc1	99	-0.4
COC(=O)CSc1nnc(CNC(=O)c2ccccc2F)n1Cc1ccccc1	102	0.2
Cc1cc(C)n(CC(=O)N/N=C/c2sc(N3CCCCC3)nc2-c2cccs2)n1	113	0.9
CCOC(=O)c1c(C)oc2c1c(O)c(N=O)c1ccccc12	96	-1.7
Cn1c(=O)n(CCOc2ccccc2)c2ccccc21	102	0.2

In the list so far, eight have an aryl methoxy group:
SMILES	Polio RdRp inh	Polio RdRp inh FP z-score
COc1ccc(CNc2nc(-c3ccc(OC)cc3)cc(C(F)(F)F)n2)cc1	102	-0.8
COc1ccccc1C(=O)N(CC(=O)Nc1ccccc1C(F)(F)F)Cc1ccco1	102	0
COc1ccc(-c2noc(CSc3nnc(CCc4ccccc4)n3C)n2)cc1OC	103	0.2
COc1ccc(N2CCN(C(=O)c3cccc4ccccc34)CC2)cc1	106	0.8
COc1ccc(CNc2nc(-c3ccco3)nn2C(=O)CC(C)C)cc1	107	0.1
COc1cccc(Nc2nc(-c3ccccc3)c3cc(C)ccc3n2)c1	106	0.5
COc1ccc(C2=NC3(CCCCCC3)N(CC(=O)Nc3cccc(Cl)c3)C2=O)cc1	106	-0.1
COC(=O)C1=CN(c2cc(C)cc(C)c2)C=C(C(=O)OC)C1c1ccc(OC)c(O)c1	101	0

Sorted by molecular weight (ascending): part of the list above
SMILES	Polio RdRp inh	Polio RdRp inh FP z-score
COc1ccc(CNc2nc(-c3ccco3)nn2C(=O)CC(C)C)cc1	107	0.1
O=C(Nc1ccccc1)NC1(C(=O)N2CCN(C(=O)c3ccco3)CC2)CCCCC1	102	0.2
CCOC(=O)N1CCc2c(sc3c2c(=O)n(Cc2ccccc2)c(=O)n3Cc2cccc(Cl)c2)C1	107	0.8

New compounds follow:
SMILES	Polio RdRp inh	Polio RdRp inh FP z-score
Cc1ccc2[nH]c(=O)c(C3=NN(C(=O)c4ccco4)C(c4ccco4)C3)c(-c3ccccc3)c2c1 (configuration not stated)	102	0
O=C(NCC(c1ccc2c(c1)OCO2)N1CCN(c2ccccc2F)CC1)c1ccccc1F (configuration not stated)	112	1.1
CNC(=O)NC(=O)C(C)N1c2ccccc2NC(=O)C1CC(=O)Nc1ccc(C)cc1C (configuration not stated)	109	0
NNC(=O)C1CCN(S(=O)(=O)c2ccccc2N)CC1	100	-0.4
Cc1ccccc1C(=O)NCC1COc2ccccc2O1 (configuration not stated)	103	0.8
NC(=O)N/C(CSc1ccc(Cl)cc1)=N\O	108	0.6
Cc1ccc2nc(-c3ccc(NC(=O)C(C)C)cc3)[nH]c2c1	99	-0.9
Cc1ccsc1C(=O)Nc1cc(C(C)(C)C)nn1-c1ccccc1	103	0.1
Cc1ccc(C)c(NC(=O)COC(=O)c2ccc[n+]([O-])c2)c1	99	-1.6
CC(Sc1nnc(-c2ccc(Cl)cc2)n1Cc1ccco1)C(=O)NCCC1=CCCCC1 (configuration not stated)	102	0.6
Cc1ccc2nc(CSc3nc4ccccc4n3C)cc(=O)n2c1	102	-0.1
O=C(OCc1ccccc1)N1CCOCCN(C(=O)OCc2ccccc2)CCOCC1	100	-0.4
CC(C)CCNS(=O)(=O)c1cc(Br)cnc1N	102	-0.2
CCOc1ccccc1-c1nnc(SCc2ccc(Cl)cc2)o1	108	0.4
CCn1c(=O)c2ccccc2n(Cc2cccc(Cl)c2)c1=O	105	1.3
NC(=O)C[C@H](NC(=O)c1ccccc1Cl)C(=O)O	101	-0.1
OC(COc1ccc(Cl)cc1Cl)CN1CCCCC1 (configuration not stated)	99	-0.2
Cc1ccc(NC(=O)C(NS(=O)(=O)c2ccc3c(c2)CCC(=O)N3)c2ccccc2)cc1C (configuration not stated)	105	-0.5
Cc1ccc(C)c(CN2CCN(c3ncc(C(F)(F)F)cc3Cl)CC2)c1	98	-0.3
CC(C)(O)C1Cc2cc(/C=C/C(=O)O)c(O)cc2O1 (configuration not stated)	102	-0.1
COc1ccc(-c2nc(CN3CCC(C(=O)NCCCOC(C)C)CC3)c(C)o2)cc1OC	106	0.1
Cc1cccc(N2CCN(Cc3ccco3)CC2)c1C	98	-0.1
COC(=O)c1cc2c(=O)n3ccccc3nc2n(C(C)C)c1=N	102	0.2
COc1ccc(S(=O)(=O)n2nc(C)c(S(=O)(=O)N3CCC(C)CC3)c2C)cc1C	110	0.8
COC(=O)C1=C(C)N(C)C(=O)C12c1ccccc1-c1oc(N)nc12 (configuration not stated)	98	-1.3

The closing 2 records of the part before come first, to join the parts.
SMILES	Polio RdRp inh	Polio RdRp inh FP z-score
COc1ccc(S(=O)(=O)n2nc(C)c(S(=O)(=O)N3CCC(C)CC3)c2C)cc1C	110	0.8
COC(=O)C1=C(C)N(C)C(=O)C12c1ccccc1-c1oc(N)nc12 (configuration not stated)	98	-1.3
Cc1ccc(-c2nnn3c2nc(N2CCC(C)CC2)c2ccccc23)cc1	100	-1.4
CCCCn1c(CCCNC(=O)c2cccc(C)c2)nc2ccccc21	102	-1
O=C(O)C1CCC(Cn2c(SCc3ccccc3Cl)nc3ccsc3c2=O)CC1 (configuration not stated)	102	0.1
O=S(=O)(c1ccccc1)n1ccc(-c2ccc(C#Cc3ccccc3)cc2)n1	106	0.4
O=C(Cn1nnc(-c2ccc3c(c2)OCO3)n1)N1CCOCC1	99	-0.4
C(=N/n1cnc2ccccc21)/c1ccccc1	99	-0.3
COC(=O)Cn1cc(/C=C(/C#N)C(=O)NCc2ccccc2)c2ccccc21	100	0
O=C(Nc1ccccc1N1CCCC1)c1ccccc1	101	0
CCOC(=O)C1=C(CN2CCn3cccc3C2C)NC(=O)NC1c1ccc(Cl)cc1 (configuration not stated)	102	0.7
CCOC(=O)c1cccc(NC(=O)c2cc(-c3ccc(Cl)s3)nc3ccccc23)c1	107	0.4
Cn1c(Oc2ccc(F)cc2)nc2c1c(=O)n(Cc1ccccc1Cl)c(=O)n2C	107	0.3
Cc1cc(C(=O)COC(=O)CC2Sc3ccccc3NC2=O)c(C)n1C (configuration not stated)	102	-0.2
CCCCNC(=O)C(CC)Sc1nc2ccccc2c(=O)n1CCc1ccc(OC)c(OC)c1 (configuration not stated)	100	-1.3
O=C(CCC(=O)Nc1ccc(S(=O)(=O)N2CCCCC2)cc1)Nc1ccc(S(=O)(=O)N2CCCCC2)cc1	104	0.4
Cn1c(CCCCN)nc2ccccc21	106	0.9
O=C(/C=C/c1ccco1)Nc1ccc(CN2CCOCC2)cc1	99	-0.3
Cc1ccc(CSc2nc3ccncc3n2CC(=O)N(C)c2ccccc2)cc1	101	0
OC1(/C=C/CN2CCCCC2)CCCCC1	102	-0.1
Cc1ccc(C)c(C(=O)c2c(N)c(-c3nc(-c4ccc5c(c4)OCO5)cs3)c3ccccn23)c1	108	0.2
O=C(Cn1cnc2ccccc21)OCC(=O)N1CCc2ccccc21	100	-0.1
N#Cc1ccc(-c2csc(-c3ccc(C(F)(F)F)cc3)n2)cc1	104	0.1
O=S(=O)(NCc1nc2cccnc2n1Cc1ccccc1Cl)c1ccc2c(c1)CCCC2	108	0.2
O=C(Nc1ccc(CN2CCCCC2)cc1)c1c(F)c(F)c(F)c(F)c1F	102	0.4
Cc1ccc(C2C3=C(CC(C)(C)CC3=O)N(CCN3CCOCC3)C3=C2C(=O)CC(C)(C)C3)cc1	101	-0.1
O=C(O)CCC(=O)Nc1nncs1	101	-0.2

The list goes on.
SMILES	Polio RdRp inh	Polio RdRp inh FP z-score
CCC1C(=O)NCCN1C(=O)c1ccc(Br)o1 (configuration not stated)	100	-1.1
O=C1CSC(=NC2CCCC2)N1	99	-0.8
Cc1ccc(-c2cc3cc(C)c(C#N)c(N4CCCCCC4)n3c2)cc1	106	0.4
Cc1n[nH]c(C)c1S(=O)(=O)N(CC(=O)Nc1ccc(C(F)(F)F)cc1)c1ccc(C(C)C)cc1	106	0.4
CCN(CC)S(=O)(=O)c1ccc(N2CCc3cc(OC)c(OC)cc3C2)nc1	101	-0.1
COC(=O)C1=C(c2ccccc2)c2ccccc2S(=O)(=O)N1CC(=O)Nc1ccccc1C(F)(F)F	104	-0.4
Cn1c(=O)c(-c2cc(-c3ccccc3C(=O)NN)n(-c3ccccc3)n2)c(O)c2ccccc21	96	-0.4
O=C(Nc1cccc(-c2nc3ccccc3o2)c1)c1cccc2c(Cl)cccc12	108	0.9
CCC(Sc1nc2nccnc2c(=O)n1Cc1ccc(C)cc1)C(=O)NC1CCCCC1 (configuration not stated)	107	0.1
Cc1ccc2c(c1)CCCN2C(=O)c1csc(C)c1	98	-1.7
CCOC(=O)N1CCC(NC(=O)c2c(C)nn(-c3cccc(C)c3)c2-n2cccc2)CC1	113	1.3
Cc1ccc(CN2CCC(CNC(=O)Nc3ccc(Cl)cc3)C2)cc1 (configuration not stated)	103	-0.8
FC(F)(F)c1cc(Oc2ncnc3c2oc2ccccc23)cc(C(F)(F)F)c1	103	-0.1
CCn1cnc(C(=O)NC)c1C(=O)NC	104	0.4
COc1cccc(C(=O)Nc2sc3c(c2C(N)=O)CCN(C(C)=O)C3)c1OC	97	-2.1
CN1CCN(C(=O)c2ccc3c(c2)N(Cc2ccccc2)CCS3)CC1	99	-1
